# Source: PubChem BioAssay (several laboratories)
# Dynein transport – inhibitors of GR-EGFP nuclear translocation, primary screen, dynein cargo transport inhibitor project, imaging, high-content, 3617.4 mouse cells; test concentration mostly 20 µM; stimulated with dexamethasone, 1 µM; hits give low values; z-score, hits read low; actives 0.47% (n = 220,000);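 active = plate z-score of nuclear minus cytoplasmic receptor signal below a set negative limit, without overly bright fluorescence or cell loss, cut at about -3.5 in these data, passing the limit was not always enough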;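 note: z-score of nuclear minus cytoplasmic ring GR-EGFP intensity difference per well; some compounds called inactive have numbers as strong as hits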
#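 Schedule: 48 h induction, then 1 h compound, then 30 min agonist, 37 °C. Buffer or medium: tetracycline-free induction medium containing charcoal-stripped FBS. Reagent: 1.0 µM final dexamethasone stimulus. Evaluation: nuclear versus cytoplasmic GR-EGFP signal, averaged per well. Signal: high-content fluorescence imaging after fixation.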
# CSM14.1 death rescue – rescue of cells from ER stress-induced death, primary screen, 384-well, CSM14.1, thapsigargin, ATP luminescence (AID 1222) | CSM14.1 thapsigargin-induced death rescue, ATP luminescence; higher % means a stronger effect | cellular ATP content (survival), % at 20 µM; hits with a dose series show EC50 in µM | 190,000 tested, under 10 active;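 active = EC50 below 50 µM in the dose-response confirmation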;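 note: death triggered by thapsigargin at about 15 µM added after 2 h compound pretreatment; cell ATP read after overnight thapsigargin exposure of roughly 18 to 22 hours; normalized against plate controls of thapsigargin alone and 5% DMSO vehicle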
# MT stabilize HCS – microtubule stabilizers in HeLa cells, primary screen, imaging, high-content imaging; HeLa tubulin immunostaining HCS, 24 h; share of cells brighter than vehicle mean+2SD; % tubulin-high responders, % at 10 µM; actives 0.83% (n = 200,000); AID 2205, 2009;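 active = plate Z-score above 3 for both tubulin-high and condensed-nucleus cell shares, with cell loss under 80%, at 10 µM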;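 note: anti alpha tubulin signal scored within the nucleus-defined area of each cell; some results filed as inactive read as strong as hits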
# WT yeast gro inh – growth inhibition of WT strain, primary screen, mitochondrial fusion inhibitor project, WT and mutant strains, chemical genetic; actives 2.1% (n = 190,000); inhibition, % at 10 µM; mitochondrial fusion phenotypic screen; AID 1362, 2008; in the data active = inhibition above about 58%; tested in S. cerevisiae
# b-catenin transl – modulators of beta-catenin nuclear translocation, primary screen, imaging, HeLa cells, immunofluorescence, high-content; AID 1665, 2009; actives 0.3% (n = 190,000); nuclear translocation activity, % at 5 µM;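 active = nuclear translocation activity above 50% at 5 µM, with a well cell count of 50 or more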;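 note: per-cell ratio of nuclear to cytoplasmic median beta-catenin stain intensity; plate controls were DMSO negative control for no effect and GSK-3 inhibitor IX positive control for full effect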
#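 Assay system: human HeLa cells, native beta-catenin; doses: 5 µM primary, 0.02–20 µM confirmation; incubation: compound treatment 24 h, 37°C, 5% CO2; technique: fluorescence imaging of beta-catenin antibody stain plus DAPI; measure: % activation, nuclear-to-cytoplasmic median beta-catenin signal ratio per cell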
# Autophagy HCS – autophagy modulators in MEF cells, primary screen, imaging, high-content, MEF GFP-LC3 | MEF GFP-LC3 puncta imaging; test concentration mostly 10 µM | calls only at 10 µM (by protocol) | actives 0.98% (n = 190,000);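 active = percentage of spot-positive cells more than 3 SD above its plate mean, without a fluorescence outlier flag or 80% toxicity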;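 note: spot-positive cell cutoff set from DMSO-treated cells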
# Hep lipid drop – inhibitors of hepatocyte lipid droplet formation, primary screen, imaging, high-throughput imaging, BODIPY stain. AML12 mouse hepatocytes, oleate lipid droplets. inhibition, % at 6.5 µM. actives 0.4% (n = 240,000). AID 1656, 2009;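 active = lipid droplet intensity inhibited by at least 50%, with more than 500 cells counted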
#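 Test system: AML12 hepatocytes (mouse); reagent: oleate loading, 100 µM; dosing: one dose, 6.5 µM compound; incubation: overnight exposure; signal: fluorescence imaging, 20x objective, two fields per well; read-out basis: % inhibition of corrected integrated BODIPY droplet signal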
# XIAP antagonists – XIAP antagonists, biochemical, IAP family, fluorescence polarization (AID 1018). actives 0.007% (n = 200,000). E3 ubiquitin-protein ligase XIAP (Homo sapiens). XIAP BIR domain, fluorescence polarization peptide displacement; higher % means a stronger effect. displacement, % at 20 µM; hits with a dose series show IC50 in µM; in the data active = displacement above about 50%; note: a part of the inactive calls stands beside numbers as strong as those of hits
# Insulin prom up – insulin promoter activators in MIN6 cells, imaging, high-content screening, mouse beta cells; actives 0.3% (n = 190,000); z-score at 5 µM; MIN6 insulin promoter-GFP reporter; hits give high values;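 active = z-score above 3 at 5 µM with at least 500 cells counted in the well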
# WT yeast gro inh mutant strain – further read-out of WT yeast gro inh, marked with its call; inhibition, %; mitochondrial fusion phenotypic screen, mutant strain inhibition
# Dynein transport cytoplasmic EGFP – also measured in Dynein transport; calls as there; z-score; measured here: cytoplasmic GR-EGFP intensity; hits give high values
# Dynein transport nuclear GR-EGFP – also measured in Dynein transport; calls as there; z-score; measured here: nuclear GR-EGFP intensity;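 lower value marks the stronger effect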
# Dynein transport cell count – second read-out of Dynein transport, no call of its own (marks repeat the call); z-score; measured here: cell count per field
# Insulin prom up cell count – second read-out of Insulin prom up, no call of its own (marks repeat the call); cell count; measured here: cytotoxicity, nuclei count;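 total cells summed across four imaged fields per well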
# Hep lipid drop cells 6.5 µM – further read-out of Hep lipid drop, marked with its call; cell count; measured here: cell count, cytotoxicity flag;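 cells counted across two imaged fields per well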
# b-catenin transl cell count 5 µM – further read-out of b-catenin transl, marked with its call; cell count; measured here: cell count, cytotoxicity flag
# MT stabilize HCS Hoechst-high % – second read-out of MT stabilize HCS, no call of its own (marks repeat the call); % Hoechst-high responders; measured here: nuclear condensation Hoechst responders;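 share of cells brighter than vehicle mean plus two SD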
# MT stabilize HCS cytotoxicity % – second read-out of MT stabilize HCS, no call of its own (marks repeat the call); toxicity, %; measured here: cytotoxicity by cell density;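 0% = mean cell density of plate MIN control wells and 100% = no cells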
# Autophagy HCS cell loss 18 h – also measured in Autophagy HCS; calls as there; toxicity, %; measured here: cell loss, nuclei count;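 cell loss after 18 h compound exposure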
# Starred values were filed as active, the others as inactive; i = inactive; nt = not tested or not shown; + = active, no number.
SMILES,Dynein transport,Dynein transport cytoplasmic EGFP,Dynein transport nuclear GR-EGFP,Dynein transport cell count,CSM14.1 death rescue,MT stabilize HCS,MT stabilize HCS Hoechst-high %,MT stabilize HCS cytotoxicity %,WT yeast gro inh,WT yeast gro inh mutant strain,b-catenin transl,b-catenin transl cell count 5 µM,Autophagy HCS,Autophagy HCS cell loss 18 h,Hep lipid drop,Hep lipid drop cells 6.5 µM,XIAP antagonists,Insulin prom up,Insulin prom up cell count
Clc1nc2ccccc2nc1-c1ccccc1,0.26,-0.21,0.55,-0.19,nt,nt,nt,nt,nt,nt,-0.5,1310,nt,nt,-1,676,nt,-0.1,1006
Cn1nc(-c2ccc(Cl)cc2)c2cc(C(=O)NCC3CCCO3)sc21 (stereo not drawn),-1.4,-0.091,-0.78,0.056,1.6%,2.6,3.5,6.2,-3,-12,nt,nt,i,-6,nt,nt,1.4%,0.38,875
Cn1c(=O)oc2cc(S(=O)(=O)Nc3cccc(C(=O)O)c3)ccc21,-0.3,-0.2,0.014,0.63,-1.0%,2.2,1.2,2.9,-7,-61,3.8,1141,i,8,5,769,-0.5%,0.21,1234
C=CCn1c(-c2cc(-c3ccc(C)cc3)nc3ccccc23)n[nH]c1=S,-0.71,-0.38,-0.37,1.4,nt,3.9,1.5,10.0,33,57,-0.1,1065,i,11,-5,722,-2.7%,-1.2,1100
N/C(Cc1ccc([N+](=O)[O-])cc1)=N\OC(=O)c1cccc(Br)c1,0.19,-0.058,0.39,-0.4,-1.6%,5.3,4.4,6.8,56,66,-0.8,1564,i,9,12,636,-1.4%,0.11,1402
Cc1cnc(NC(=O)c2sc3ccccc3c2Cl)s1,-0.96,-0.29,0.019,1,-5.3%,3.6,1.3,10,-3,2,0.9,536,i,5,9,751,-8.6%,0.35,1298
CCc1nnc(NC(=O)CCc2c[nH]c3ccccc23)s1,-0.085,-0.36,0.54,-0.56,-0.4%,0.1,3.6,4.4,19,7,-6.4,1164,i,-4,4,712,-5.6%,0.07,1153
O=C(O)COc1ccc(Br)cc1/C=N/O,0.41,-0.22,0.16,-0.17,-2.1%,1.3,1.5,14,-4,-4,-5.8,934,i,30,nt,nt,-7.2%,0.91,1102
O=C(c1cccs1)N(Cc1ccco1)c1nc(-c2ccc(F)cc2)cs1,-0.28,-0.24,-0.17,0.17,-1.0%,2.9,1.7,3.2,9,-18,nt,nt,i,-1,-6,775,-6.1%,nt,nt
COc1ccc(C(=O)Cn2nnc(-c3ccccc3NC(=O)c3ccco3)n2)cc1,-0.74,-0.034,-0.17,0.71,-2.9%,6.4,7.2,7.3,6,2,-4.4,873,i,5,nt,nt,-8.6%,1.2,750
Cc1ccsc1/C=N/NC(=O)Cc1cccn1C,0.31,-0.048,0.81,0.2,-2.4%,4.2,1.5,7.4,-4,-9,0.3,580,i,0,5,742,2.0%,0.44,1362
O=C(NCC1CCCO1)c1onc(CSc2ccc(F)c(F)c2)c1C(=O)O (stereo not drawn),-1.2,-0.19,-1,0.6,-0.4%,3.8,2.0,2.2,13,27,0.3,1294,i,0,nt,nt,-4.0%,-0.53,1626
N/C(Cc1nc2ccccc2s1)=N\O,0.093,-0.23,-0.0067,0.47,nt,nt,nt,nt,nt,nt,0.2,1272,nt,nt,-24,589,nt,-0.05,1061
COc1ccc(NC(=O)CCS(=O)(=O)c2ccc3c(c2)CCCN3C(C)=O)cc1,1,-0.23,0.24,-0.13,-0.9%,2.1,1.3,1.8,-9,0,-1.0,1397,i,3,nt,nt,-1.5%,0.11,1423
Cc1ccc(OCCCCn2ccnc2)c([N+](=O)[O-])c1,-0.82,-0.33,-0.29,1.4,0.8%,2.8,1.9,7.2,12,-7,-2.5,1046,i,-3,0,655,-9.0%,-1.4,1436
O=C1CC(N2CCOCC2)C(=O)N1CCN1C(=O)CC(N2CCOCC2)C1=O (stereo not drawn),0.73,-0.34,0.18,0.47,-0.7%,3.3,2.2,1.3,1,12,-0.7,1141,i,2,nt,nt,-2.4%,0.59,1157
CN(C)S(=O)(=O)c1cccc(NC(=O)COC(=O)C2(c3ccccc3F)CCCC2)c1,0.94,-0.25,0.16,-0.75,-3.8%,2.8,4.3,11,28,0,1.3,935,i,-11,-13,417,-6.6%,nt,nt
CCCCN(CC)CCCNC(=O)c1cn(CC)c2ccc(S(=O)(=O)N3CCc4ccccc4C3)cc2c1=O,1.3,1.1,0.89,-3.2,-2.6%,3.1,4.1,8.0,4,-18,-4.2,1079,i,-13,8,693,-2.0%,nt,nt
Cn1cnnc1Sc1ccc(/C=C(\CC(=O)O)c2nc3ccccc3s2)cc1[N+](=O)[O-],-0.48,-0.24,-0.27,0.43,nt,nt,nt,nt,nt,nt,-2.6,1248,nt,nt,10,683,nt,-0.04,1351
Cc1ccc(S(=O)(=O)N2CCN(C(=O)CCC(=O)NCCc3ccc(F)cc3)CC2)cc1,0.26,-0.22,-0.37,-0.94,-1.1%,2.5,3.5,9.8,0,2,-5.4,1063,i,-9,13,670,-5.7%,nt,nt

# One compound at a time, as listed above. Values in the order: Dynein transport, Dynein transport cytoplasmic EGFP, Dynein transport nuclear GR-EGFP, Dynein transport cell count, CSM14.1 death rescue, MT stabilize HCS, MT stabilize HCS Hoechst-high %, MT stabilize HCS cytotoxicity %, WT yeast gro inh, WT yeast gro inh mutant strain, b-catenin transl, b-catenin transl cell count 5 µM, Autophagy HCS, Autophagy HCS cell loss 18 h, Hep lipid drop, Hep lipid drop cells 6.5 µM, XIAP antagonists, Insulin prom up, Insulin prom up cell count
# Profile of Cn1c(=O)oc2cc(S(=O)(=O)Nc3cccc(C(=O)O)c3)ccc21 : -0.3, -0.2, 0.014, 0.63, -1.0%, 2.2, 1.2, 2.9, -7, -61, 3.8, 1141, i, 8, 5, 769, -0.5%, 0.21, 1234
# Profile of CN(C)S(=O)(=O)c1cccc(NC(=O)COC(=O)C2(c3ccccc3F)CCCC2)c1 : 0.94, -0.25, 0.16, -0.75, -3.8%, 2.8, 4.3, 11, 28, 0, 1.3, 935, i, -11, -13, 417, -6.6%, nt, nt

# Going on with the list:
SMILES,Dynein transport,Dynein transport cytoplasmic EGFP,Dynein transport nuclear GR-EGFP,Dynein transport cell count,CSM14.1 death rescue,MT stabilize HCS,MT stabilize HCS Hoechst-high %,MT stabilize HCS cytotoxicity %,WT yeast gro inh,WT yeast gro inh mutant strain,b-catenin transl,b-catenin transl cell count 5 µM,Autophagy HCS,Autophagy HCS cell loss 18 h,Hep lipid drop,Hep lipid drop cells 6.5 µM,XIAP antagonists,Insulin prom up,Insulin prom up cell count
COc1ccc(NS(=O)(=O)c2ccc3nc(COc4ccc5ccccc5c4)[nH]c3c2)cc1,0.62,-0.26,0.14,0.16,-3.0%,6.7,3.1,6.8,-11,-8,-1.5,1139,i,16,17,667,-6.5%,0.27,1476
Cc1cccc(NC(=O)CCN2C(=O)c3ccccc3C2=O)n1,0.37,0.036,0.25,-0.72,1.1%,4.8,2.9,6.4,17,14,-2.0,1101,+,0.6*,nt,nt,-12%,nt,nt
CSC1=NCCN1C(=O)C12CC3CC(CC(C3)C1)C2,-0.021,-0.13,-0.11,0.63,-0.5%,1.2,1.2,9.2,7,-13,3.8,1001,i,11,-2,680,-5.5%,-0.77,1459
CCOc1ccc(S(=O)(=O)NCc2cccnc2)cc1C,0.58,-0.075,0.31,-1.7,4.1%,3.1,2.8,4.2,1,-17,0.8,1510,i,-2,0,723,12%,-0.25,1317
CC1CCCN(CCC(=O)Nc2ccccc2)C1 (stereo not drawn),0.88,-0.3,0.71,-0.35,-0.5%,1.7,1.6,4.9,-9,-9,1.1,1004,i,6,4,717,-6.1%,-0.22,1587
COC(=O)C1=CN(C(C)C)C=C(C(=O)OC)C1c1cccc(OC)c1,-0.15,-0.21,-0.09,0.42,-1.4%,2.4,1.8,13,4,7,1.9,1358,i,-10,nt,nt,-10%,-1.1,1682
N#Cc1c(NC(=O)C2CC(Cl)=CCC2C(=O)O)sc2c1CCCCC2 (stereo not drawn),-0.73,-0.19,-0.29,0.52,-0.1%,1.7,1.0,6.3,1,-5,0.1,1592,i,3,0,700,4.0%,0.02,1450
CC1(C)CC(NC(=S)NC2CC2)CC(C)(C)N1,0.0057,-0.28,0.22,0.34,0.4%,2.6,2.4,0.9,5,23,1.9,1148,i,24,7,665,-1.7%,-0.04,1391
Cc1nn(C)cc1/C=C1\SC(=S)NC1=O,0.11,-0.15,0.47,1,-0.6%,2.3,1.5,9.3,24,-14,-7.8,1133,i,-11,-9,703,-7.5%,0.11,931
CCn1nc(C)c(CNC(=O)CC2C(=O)NCCN2Cc2ccc(C)o2)c1C (stereo not drawn),-0.18,-0.14,-0.18,-0.41,-0.8%,1.9,2.2,2.9,-9,-15,0.4,1490,i,-11,-12,480,-3.6%,0.19,1171
N#C/C(=C/c1ccc(N2CCOCC2)o1)C(=O)NC1CCCCC1,0.79,0.53,1.1,0.038,-1.2%,1.9,2.6,5.8,1,-9,1.7,1055,i,-6,0,691,-7.1%,2.8,1420
